Compound activity as filed in PubChem.
Anesthetic bind = candidate novel general anesthetic via apoferritin binding. apoferritin/1-aminoanthracene competitive binding, fluorescence. Potency, µM (doses to about 77.5 µM), for the others: top-dose activity change, negative = displacement, hits mostly inhibitors. 350,000 tested, 0.074% active. AID 485281; further: potency means the concentration at half of the fitted maximal effect; on the % scale 0 is the no-effect control and ±100 the full control effect; nearly all actives have a fitted effect of over 20% in size
Target sequence (P02791 2-175 limits assumed): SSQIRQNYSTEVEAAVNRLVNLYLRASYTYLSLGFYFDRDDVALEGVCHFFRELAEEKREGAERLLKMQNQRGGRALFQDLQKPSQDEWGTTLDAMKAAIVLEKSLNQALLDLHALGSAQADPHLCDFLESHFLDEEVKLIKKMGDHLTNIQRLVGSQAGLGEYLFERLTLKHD
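Read-out: endpoint 1-AMA fluorescence, excitation 380 nm and emission 535 nm, after compounds sit 10 min at room temperature with 10 uM horse-spleen apoferritin in 50% saturated 1-AMA/PBS. Values come from four-parameter Hill fits.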
ERG-DNA inh = ERG Ets/DNA interaction inhibition; fluorescence polarization, His-ERG Ets domain / labelled DNA; P11308; AID 624246; Potency, µM (top dose mostly 76.9 µM), without a hit: at the top dose FP activity, negative = inhibition, hits mostly inhibitors; 370,000 tested, 0.028% active; active means well fitted inhibition curve with a large enough effect in the polarisation, with a control signal flat; inconclusive means small, poorly fitted or top-dose-only effect, or effect the other way, or a change in a side signal; inactive means no such curve, though single readings can be large or run the other way; the % refers to the polarisation;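 further: polarization taken with two DNA probes labelled with fluorescein and Texas red; potency means the concentration at half of the fitted maximal effect; % of control where 0% means no effect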
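His-tagged ERG Ets domain (1 uM in the protein solution; 300mM KCl, 50mM Tris-HCl, 1mM EDTA, 1mM DTT, pH 7.5) received compound, then a probe mix of 5 nM fluorescein-DNA and 100nM Texas-615-DNA. Fluorescence polarization was read for both dyes.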
TRHR ag = agonists of human TRH receptor. P34981. TRHR cells, calcium flux fluo-8, FDSS agonist mode. activation, % at 2 µM. 360,000 tested, 0.18% active. AID 493084; in the data active means activation above about 30%; further: 0% is about no effect
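Read-out: compound-evoked intracellular calcium rise in TRHR cells, fluo-8 dye, kinetic FDSS fluorescence at 1 s/cycle following a 10-cycle baseline. Cells cultured overnight before dye loading (30 min–1.5 h, RT).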
POLB inh = DNA polymerase beta (human) inhibition; Potency, µM (titrated, usually from 114 µM), inactives show at the highest dose activity change, negative = inhibition, hits mostly inhibitors; Pol beta primer extension/strand displacement, fluorescence kinetic; 340,000 tested, 1.3% active; further: potency means the concentration at half of the fitted maximal effect; on the % scale 0 is the no-effect control and ±100 the full control effect
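Kinetic readout of DNA synthesis with strand displacement by Pol beta. Compound and 10 nM enzyme sit 15 min at room temperature; 50 nM substrate starts the reaction, read immediately and at 10 min.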
APE1 inh = APE1 (human) endonuclease inhibition | P27695 | recombinant APE1, TAMRA/BHQ-2 abasic DNA cleavage fluorescence | Potency, µM (series often up to 65.8 µM), inactives show at the highest dose activity change, negative = inhibition, usual class: inhibitors | 350,000 tested, 0.35% active;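 further: potency means the concentration at half of the fitted maximal effect; plate controls were vehicle for no effect and reference inhibitor for full effect; nearly all actives have a fitted effect of over 55% in size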
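Step 1: APE1 (0.75 nM) with compound, 15 min RT. Step 2: add 50 nM fluorophore/quencher THF duplex. Step 3: three fluorescence reads 60 s apart (525/598 nm); read 3 minus read 1 = reaction progress.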
12-LOX inh = ALOX12 (human) lipoxygenase inhibition; P18054; purified 12hLO, xylenol orange hydroperoxide absorbance; Potency, µM (titrated, usually from 108 µM), without a hit: top-dose activity change, negative = inhibition, usual class: inhibitors; 580,000 tested, 1.1% active; AID 1671190; further: potency means the concentration at half of the fitted maximal effect; on the % scale 0 is the no-effect control and ±100 the full control effect
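Purified human 12hLO (150 nM final) in 25 mM Hepes, 0.01% Triton X-100, pH 7.0 was preincubated 15 min at room temperature with compound. Then 40 uM arachidonic acid was added, 30 min. Hydroperoxide was read by Fe-XO absorbance ratio 573/405 nm.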
POLK inh = DNA polymerase kappa (human) inhibition; Q9UBT6; purified Pol kappa, fluorescent DNA synthesis assay, 10 min; Potency, µM (series often up to 107 µM), inactives show top-dose activity, negative = inhibition, actives largely listed as inhibitors; 400,000 tested, 0.53% active; further: potency means the concentration at half of the fitted maximal effect; on the % scale 0 is the no-effect control and ±100 the full control effect
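Kinetic fluorescence readout at 0 and 10 min followed reaction start with substrate at 50 nM final. Beforehand, enzyme (10 nM Pol kappa) stood 15 min with compound at room temperature; buffer-only wells were negative controls.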
BLM helicase inh = Bloom syndrome helicase (human) inhibition; P54132; recombinant BLM DNA unwinding, fluorescence dequenching; Potency, µM (series often up to 56.1 µM), for the others: top-dose activity change, negative = inhibition, actives largely listed as inhibitors; 350,000 tested, 0.2% active;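 further: potency means the concentration at half of the fitted maximal effect; plate controls were vehicle for no effect and no enzyme for full effect; nearly all actives have a fitted effect of over 35% in size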
POLI inh = blocks human DNA polymerase iota activity; Pol iota fluorescent replication assay, 10 min; Q9UNA4; 390,000 tested, 1% active; Potency, µM (highest dose often 115 µM), without a hit: at the highest dose activity, negative = inhibition, hits mostly inhibitors; further: potency means the concentration at half of the fitted maximal effect
Target sequence (Q9UNA4 whole entry, looked up): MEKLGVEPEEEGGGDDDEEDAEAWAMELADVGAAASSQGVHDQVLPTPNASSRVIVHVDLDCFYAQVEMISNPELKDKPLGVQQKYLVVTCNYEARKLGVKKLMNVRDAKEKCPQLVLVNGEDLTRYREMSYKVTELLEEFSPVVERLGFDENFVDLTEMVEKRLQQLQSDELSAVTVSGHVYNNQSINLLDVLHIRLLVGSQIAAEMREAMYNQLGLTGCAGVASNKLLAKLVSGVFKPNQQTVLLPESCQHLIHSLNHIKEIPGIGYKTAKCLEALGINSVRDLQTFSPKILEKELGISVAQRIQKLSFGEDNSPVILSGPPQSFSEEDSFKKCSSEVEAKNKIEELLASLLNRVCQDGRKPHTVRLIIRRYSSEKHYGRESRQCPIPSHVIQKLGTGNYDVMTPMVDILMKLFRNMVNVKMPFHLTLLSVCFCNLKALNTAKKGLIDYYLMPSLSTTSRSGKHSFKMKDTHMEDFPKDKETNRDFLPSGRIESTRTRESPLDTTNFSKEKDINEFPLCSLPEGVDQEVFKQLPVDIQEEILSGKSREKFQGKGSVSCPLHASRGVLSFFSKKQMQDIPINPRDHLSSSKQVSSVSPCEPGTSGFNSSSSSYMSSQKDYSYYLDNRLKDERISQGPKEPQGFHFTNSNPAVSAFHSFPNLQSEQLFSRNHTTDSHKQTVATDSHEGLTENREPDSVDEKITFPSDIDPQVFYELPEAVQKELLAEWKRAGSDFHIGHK
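Pol iota at 10 nM preincubated 15 min with compounds at room temperature; reaction started with fluorescent substrate, 50 nM final. Fluorescence read kinetically at 0 and 10 min; buffer-only wells as negative control.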
The depositor's hits bear a star; ? = inconclusive; . = not tested or not shown; [ ] = another dose, or the depositor's remark. Unless noted, the call rests on the fitted dose curve; in most records, active means well fitted curve in the direction sought with a large enough effect; inconclusive means small, poorly fitted or top-dose-only effect, or another doubt; inactive means no such curve, though single readings can be large; an effect the other way counts as inactive or inconclusive. The list is partial. The share of hits here may be higher or lower than overall.

SMILES	Anesthetic bind	ERG-DNA inh	TRHR ag	POLB inh	APE1 inh	12-LOX inh	POLK inh	BLM helicase inh	POLI inh
CCSc1nnc(NC(=O)Cc2ccc(OC)c(S(=O)(=O)N3CCOCC3)c2)s1	-3%	-3%	-0.1	-4%	0%	4%	-2%	0%	12%
CCn1c(CC(=O)Nc2ccc(Cl)cc2)nnc1SCC(=O)N1CCOCC1	-4%	-1%	9.1	-13%	6%	2%	-12%	-6%	29%
COc1ccc(OCC(=O)N/N=C/C2CC=CCC2)cc1 (configuration not stated)	?	4%	0.2	2%	-2%	7%	-18%	0%	-1%
Cc1ccc(C)c(C(=O)COc2ccc(C)nc2[N+](=O)[O-])c1	-21%	-2%	-0.3	0%	-2%	-22%	-26%	-2%	?
Cc1nc(/C(=N/O)C(N)=O)cs1	-10%	-6%	0.4	-7%	-1%	?	-13%	-1%	54%[activator]
N/C(=N\OC(=O)c1cc(-c2ccccc2)nc2ccccc12)c1ccncc1	-9%	.	0.8	-3%	-4%	?	-3%	-2%	36%[activator]
Cc1ccc(NC(=O)CCCN2C(=O)COc3ccc(C)cc32)c(Cl)c1	-23%	-2%	-1.5	1%	.	?	-6%	1%	-1%
COc1ccccc1CN1CC(C(=O)NCCCc2ccc(F)cc2)CCC1=O (configuration not stated)	-12%	0%	-1.1	0%	-14%	-5%	-15%	-3%	-18%
Cc1cccc2sc(NC(=O)C3=NN(c4ccccc4)C(=O)CC3)nc12	-13%	-1%	-0.5	-20%	2%	-2%	-6%	-4%	17%
COCCn1c(=O)[nH]c2cc(C(=O)OC)ccc2c1=O	-6%	-4%	0.7	-1%	-1%	-16%	-4%	1%	21%
Cn1c(C(=O)N2COCC2(C)C)cc2c(=O)n3ccccc3nc21	.	-5%	-0.3	30%	0%	42%[activator]	-15%	-3%	-2%
O=C1CCCc2nc(N3CCCCC3)sc21	-3%	-1%	-0.2	0%	-1%	-15%	-7%	-10%	13%
N#C/C(=C/C=C/c1ccccc1)C(=O)Nc1ccccc1	-11%	-1%	0.4	-2%	-18%	3%	-20%	-14%	4%
Cc1ccc(CSc2ccc(C(=O)N3CCOCC3)cc2[N+](=O)[O-])cc1	-6%	-3%	-2.5	47%	4%	0%	-14%	-4%	57%[activator]
CCN(CC(=O)Nc1cc(Cl)ccc1C)C(=O)c1cc([N+](=O)[O-])ccc1N1CCOCC1	.	0%	-0.1	.	45%[activator]	?	-4%	.	16%
CCOc1c(Cl)cc(CNCC(C)C)cc1OC	-7%	-7%	0.9	?	7%	20%	-4%	1%	-2%
C=CCN(C(=O)Cn1nc(C)n2c(cc3cc(C)ccc32)c1=O)c1ccccc1	-4%	-7%	-0.5	-1%	-4%	7%	-16%	-3%	-5%
O=C(/C=C/Nc1ccc(F)cc1)c1ccco1	6%	11%	-1.2	2%	-3%	31%[activator]	0%	-3%	-5%
CCOC(=O)c1cc(C#N)c(SC)nc1C	7%	1%	-2.3	15%	2%	0%	-4%	0%	117%[activator]
COc1ccc(/C=N/NC(=O)c2cccnc2)c(C(=O)O)c1OC	2%	-8%	0.0	-27%	6%	-13%	5%	0%	25%
Cc1cccc(N2C(=O)C(CC(=O)Nc3ccccc3)N(C3CCCCC3)C2=O)c1 (configuration not stated)	-16%	0%	0.0	1%	.	?	-13%	-6%	?
Cc1cc(C)cc(N(CC(=O)NCc2ccco2)C(=O)CCC(=O)Nc2ccccn2)c1	-12%	-2%	0.0	27%	0%	0%	-14%	-3%	18%
Cc1ccc(F)cc1NC(=O)CSc1nnc(CNC(=O)c2ccco2)n1C	.	-3%	0.0	.	17%	-9%	-5%	.	23%
COc1ccc(Oc2ncc3nc(-c4cccc(C#N)c4)c(=O)n(Cc4cccc(OC)c4)c3n2)cc1	.	.	.	.	1%	0%	-1%[60.1 µM]	-1%	.
CC1(C)Oc2ccc(C(=O)NC3CCCC3)cc2N(CC(=O)NC2CCCCC2)C1=O	-8%	-13%	-1.2	22%	-1%	-1%	-2%	0%	7%
(listing goes on)
SMILES	Anesthetic bind	ERG-DNA inh	TRHR ag	POLB inh	APE1 inh	12-LOX inh	POLK inh	BLM helicase inh	POLI inh
COc1ccccc1CC(=O)Nc1ccc(-c2nnc(-c3ccco3)o2)cc1	-18%	-1%	-0.3	18%	4%	8%	-3%	0%	9%
Cc1sc2nc(-c3ccco3)oc(=O)c2c1C	-1%	-8%	0.0	5%	18%	5%	-9%	-3%	?
Cc1cc(O)c(-c2cc(C(=O)Nc3ccc(S(=O)(=O)N4CCOCC4)cc3)[nH]n2)cc1C	-11%	7%	0.6	-24%	?	-21%	-10%	-4%	-13%
CCc1ccc(N(C(=O)c2csnn2)C(C(=O)NC2CCCCC2)c2cccnc2)cc1 (configuration not stated)	-8%	-3%	-1.3	6%	1%	1%	1%	-3%	103%[activator]
CCOC(=O)CCC(=O)Nc1ncnc2c1C(c1ccccc1)c1c(ccc3ccccc13)O2 (configuration not stated)	.	.	.	.	25%	-1%	9%	.	7%
Cc1ccnc(NS(=O)(=O)c2ccc(NC(=O)c3cncc(Br)c3)cc2)n1	0%	.	0.9	20%	4%	8%	-14%	2%	18%
CCC(CC)C(=O)Nc1cccc(C(=O)NCCc2ccccc2)c1	-10%	3%	-0.7	28%	-12%	1%	-2%	-2%	-18%
Cc1cccc(NC(=O)CSc2ccc(-c3cccs3)nn2)c1C	-14%	-1%	-0.2	-24%	2%	-10%	1%	1%	10%
CN1CCc2c(sc3nc(SCC(N)=O)n(-c4ccccc4)c(=O)c23)C1	-4%	-4%	2.0	-19%	-7%	35%[activator]	0%	-1%	-9%
COc1ccccc1NC(=O)Cc1noc(CSc2cc(C)c3ccccc3n2)n1	14%	-1%	0.1	9%	4%	-3%	-6%	-9%	6%
COc1cc(/C=C2/SC(=S)N(Cc3ccccc3)C2=O)cc(OC)c1O	-18%	?	34*	14µM*	-8%	0%	-4%	-14%	45µM*
COc1cc(CCC(=O)OCC(=O)N(CCC#N)c2ccccc2)cc(OC)c1OC	-11%	-12%	1.2	-8%	6%	3%	5%	-2%	5%
O=C(Nc1ccc(Br)cc1)C1CCCC1	-20%	14%	1.2	2%	-16%	18%	-8%	-3%	96%[activator]
Cc1cc(F)ccc1NC(=O)Cn1nc(N2CCN(c3ccccc3)CC2)ccc1=O	-15%	-2%	-0.3	33%[activator]	.	-29%	13%	-7%	3%
O=C(Nc1ccc(Cl)c(Cl)c1)N1CCCCCC1	?	-17%	0.3	47%	17%	-12%	89µM*	-6%	?
Fc1cccc(NC(=S)NC2CCCCCCC2)c1	?	9%	2.8	6%	-11%	?	-13%	-5%	?
O=C(Cn1ccc(NC(=O)OCc2ccccc2)nc1=O)NCCCN1CCCC1=O	.	-10%	0.6	.	3%	-1%	-12%	.	-2%
COc1ccccc1/C=C/c1nc(C#N)c(NC(C)c2ccccc2)o1 (configuration not stated)	910%[activator]	-1%	-1.6	18%	.	-31%	-6%	-7%	0%
Cc1nc2cc(C(=O)OCC(=O)NC3CCS(=O)(=O)C3)ccc2n1-c1ccccc1 (configuration not stated)	-11%	2%	0.5	1%	3%	22%	11%	-6%	-8%
Cc1ccnc(N=O)c1	.	3%	.	.	35%	?	7%	.	31%[activator]
CSc1ncccc1C(=O)NCC12CC3CC(CC(C3)C1)C2	?	9%	-0.8	31%	0%	0%	3%	-3%	86%[activator]

Three compounds already listed, ordered by the value under APE1 inh, low to high.
SMILES	Anesthetic bind	ERG-DNA inh	TRHR ag	POLB inh	APE1 inh	12-LOX inh	POLK inh	BLM helicase inh	POLI inh
O=C(/C=C/Nc1ccc(F)cc1)c1ccco1	6%	11%	-1.2	2%	-3%	31%[activator]	0%	-3%	-5%
Cn1c(C(=O)N2COCC2(C)C)cc2c(=O)n3ccccc3nc21	.	-5%	-0.3	30%	0%	42%[activator]	-15%	-3%	-2%
Cc1cccc(NC(=O)CSc2ccc(-c3cccs3)nn2)c1C	-14%	-1%	-0.2	-24%	2%	-10%	1%	1%	10%

Only BLM helicase inh and ERG-DNA inh, for some of the entries so far:
smiles | BLM helicase inh | ERG-DNA inh
Cc1cc(F)ccc1NC(=O)Cn1nc(N2CCN(c3ccccc3)CC2)ccc1=O | -7% | -2%
O=C(Nc1ccc(Cl)c(Cl)c1)N1CCCCCC1 | -6% | -17%
Fc1cccc(NC(=S)NC2CCCCCCC2)c1 | -5% | 9%
